# CHO-K1 Ca antag: counter-screen for M1 antagonists: effect in parental CHO-K1 cells | hit rate 0.6% among 360,000 | inhibition, % at 3 µM | ATP-induced calcium, Fluo-8 fluorescence;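 active = inhibition above a per-plate cutoff, the plate's mean sample inhibition plus 3 SD, cut at about 24% in these data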;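 also: 0% = DMSO plus EC80 ATP and 100% = DMSO alone without ATP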
# CHRM5 antagonist: blocks acetylcholine activation of human M5 receptor; CHO-hM5 cells, Fluo-8 calcium fluorescence, ACh EC80; inhibition, % at 3 µM; hit rate 0.59% among 360,000; AID 624040;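 active = inhibition above a per-plate cutoff, the mean of that plate's test compounds plus 3 SD, cut at about 27% in these data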;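 also: 0% = acetylcholine EC80 with DMSO and 100% = DMSO without agonist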
# Target sequence (P08912 whole entry, looked up): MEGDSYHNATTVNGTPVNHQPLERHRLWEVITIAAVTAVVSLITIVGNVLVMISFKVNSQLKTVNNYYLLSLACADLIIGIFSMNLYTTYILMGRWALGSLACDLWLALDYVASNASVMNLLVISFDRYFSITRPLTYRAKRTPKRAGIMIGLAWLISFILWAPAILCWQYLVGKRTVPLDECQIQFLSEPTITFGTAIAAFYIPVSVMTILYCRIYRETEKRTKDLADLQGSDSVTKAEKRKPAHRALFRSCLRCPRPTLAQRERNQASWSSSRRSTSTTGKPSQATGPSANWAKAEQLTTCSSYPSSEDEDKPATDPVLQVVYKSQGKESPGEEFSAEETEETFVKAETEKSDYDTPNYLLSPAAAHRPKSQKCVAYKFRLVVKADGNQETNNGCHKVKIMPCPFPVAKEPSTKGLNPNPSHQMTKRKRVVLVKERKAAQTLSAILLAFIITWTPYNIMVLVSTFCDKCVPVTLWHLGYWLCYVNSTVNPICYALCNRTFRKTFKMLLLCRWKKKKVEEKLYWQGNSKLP
# CHRM4 antagonist: CHRM4 antagonism in calcium assay; CHO-hM4 cells, ACh EC80, Fluo-8 calcium fluorescence; inhibition, % at 3 µM; hit rate 0.73% among 360,000;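 active = inhibition above its plate's cutoff, the mean inhibition of sample wells plus 3 SD, cut at about 27% in these data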;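 also: 0% = acetylcholine EC80 with DMSO and 100% = DMSO without agonist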
# Target sequence (P08173 whole entry, looked up): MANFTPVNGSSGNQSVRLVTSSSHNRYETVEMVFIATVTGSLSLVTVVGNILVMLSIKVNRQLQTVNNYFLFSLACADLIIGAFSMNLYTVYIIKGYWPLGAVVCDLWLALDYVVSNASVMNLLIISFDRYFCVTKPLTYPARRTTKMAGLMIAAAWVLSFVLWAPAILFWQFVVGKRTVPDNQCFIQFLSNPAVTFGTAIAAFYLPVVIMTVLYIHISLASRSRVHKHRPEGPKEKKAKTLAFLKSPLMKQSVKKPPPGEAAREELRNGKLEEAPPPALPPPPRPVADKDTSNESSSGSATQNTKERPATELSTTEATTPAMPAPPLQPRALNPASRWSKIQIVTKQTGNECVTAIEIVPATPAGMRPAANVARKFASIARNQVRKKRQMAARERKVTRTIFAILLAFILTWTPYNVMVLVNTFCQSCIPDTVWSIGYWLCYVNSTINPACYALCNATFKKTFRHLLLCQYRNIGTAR
# M5 PAM: potentiates acetylcholine response at human M5 receptor | activation, % at 3 µM | CHO-K1 hM5, Fluo-8 calcium, ACh EC20 PAM; 0% = ACh EC20, 100% = ACh EC100 | AID 624038 | P08912 | hit rate 0.3% among 360,000;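 active = activation above the run cutoff, the mean activation of all test compounds plus 3 SD, cut at about 18% in these data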
#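 Test system: CHO-K1 hM5 cells / Doses: single-point, 3 µM nominal / Times: Post-acetylcholine fluorescence recording 140 s / Technique: Fluo-8 calcium fluorescence / Measure: Max/basal fluorescence ratio as % of EC20–EC100 ACh window / Benchmarks: low control EC20 acetylcholine (0%), high control EC100 acetylcholine (100%) / Replicates: one well per compound, no replicates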
# M1 ag parental: nonselective activator or artifact in parental CHO-K1 cells | AID 602248 | hit rate 0.48% among 360,000 | activation, % at 3 µM | Fluo-8 calcium fluorescence; scaled to maximal ATP response, vehicle zero; in the data active = activation above about 15%;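 also: untransfected CHO-K1 host cells lacking M1 receptor as counterscreen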
# CHRM4 PAM: CHRM4 positive allosteric modulation | activation, % at 3 µM | P08173 | CHO-K1 hM4/Gqi5, Fluo-8 calcium fluorescence, ACh EC20; 0% = ACh EC20, 100% = maximal ACh | hit rate 0.4% among 360,000;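 active = activation above its plate's cutoff, the mean activation of sample wells plus 3 SD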; also: some results filed as inactive read as strong as hits
# CHRM5 agonist: CHRM5 agonism in calcium assay | hit rate 0.19% among 360,000 | CHO-K1 hM5 cells, Fluo-8 calcium fluorescence; 0% DMSO wells, 100% maximal acetylcholine response | activation, % at 3 µM | P08912;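 active = activation above the run's mean over test compounds plus 3 SD, cut at about 23% in these data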;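 also: signal is peak over basal fluorescence ratio across the kinetic read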
# CHRM4 agonist: CHRM4 agonism in calcium assay | CHO-K1 hM4/Gqi5, Fluo-8 calcium fluorescence; vehicle 0%, full acetylcholine response 100% | activation, % at 3 µM | hit rate 0.14% among 360,000 | AID 624127;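 active = activation above the run mean over all test wells plus 3 SD, cut at about 32% in these data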;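 also: peak over basal fluorescence ratio per well then scaled between controls; 0% = DMSO wells and 100% = acetylcholine at EC100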
# M1 PAM parental: nonselective activator or artifact in parental CHO-K1 calcium assay; activation, % at 3 µM; AID 602247; hit rate 0.02% among 360,000; ATP EC20, Fluo-8 calcium fluorescence; 0% at ATP EC20, 100% at ATP max;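 active = activation above the run cutoff, the mean activation of all test compounds plus 3 SD, cut at about 40% in these data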;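 also: peak over basal fluorescence ratio in a 140 s read after ATP addition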
# * = called active by the depositor; · = not tested or not shown. The order is random (roughly 2.7% active in at least one column).
SMILES,CHO-K1 Ca antag,CHRM5 antagonist,CHRM4 antagonist,M5 PAM,M1 ag parental,CHRM4 PAM,CHRM5 agonist,CHRM4 agonist,M1 PAM parental
CCn1c(=O)c(C(=O)CN2CCc3ccccc32)c(N)n(Cc2ccccc2)c1=O,-4,5,-9,0,0.6,4,0,1,15
COc1ccc(C2=NS(=O)(=O)N(C)C(C(=O)NCc3ccccn3)=C2)cc1,-10,-3,-9,-7,0.3,-4,2,2,20
CC(CN1C(C)CCCC1C)OC(=O)c1cccc(Br)c1 (configuration not stated),12,2,4,-7,0.6,-9,-7,1,-9
Cc1ccc(N2CC(NC(=O)C3CC3)CC2=O)cc1 (configuration not stated),-15,-2,-5,3,0.9,6,-4,0,-4
COc1cccc(OC)c1C(=O)Nc1nc2ccc(S(C)(=O)=O)cc2s1,1,-4,-17,-3,0.8,6,-5,2,5
FC(F)(F)c1ccc(Cl)c(NC(=S)N/N=C/c2ccccc2Cl)c1,1,10,-1,4,0.1,-2,2,0,-10
CC(NC(=O)CCSc1nc(-c2ccc3c(c2)OCO3)cc(C(F)(F)F)n1)c1ccccc1 (configuration not stated),0,-5,-4,1,0.4,-2,-2,0,12
CCc1ccc(Nc2nnc(SCC(=O)Nc3ccc(C(=O)O)cc3)s2)cc1,-13,6,-7,1,0.5,2,-2,0,11
CCc1cccc(NS(=O)(=O)c2csc(C(N)=O)c2)c1,8,21,11,-18,16*,-18,6,31,-3
CCCCCNC(=O)C(CCc1ccccc1)n1c(=O)c(-c2cc3ccccc3[nH]2)nc2ccccc21 (configuration not stated),·,-1,-8,-1,·,2,2,1,·
O=c1c2ccccc2c(C=NCCCN2CCOCC2)c(O)n1Cc1ccc2c(c1)OCO2,-7,4,-7,5,2.2,-5,1,7,14
CCNC(=S)N(Cc1ccc2c(c1)OCO2)C1CC(=O)N(c2ccc(F)cc2)C1=O (configuration not stated),-19,2,-13,0,5.7,4,5,10,22
CC(=O)N1CCN(C(=O)COc2ccc(N(C)S(=O)(=O)c3cccs3)cc2)CC1,-23,-1,-22,20*,1.1,18,-1,2,20
CC[n+]1ccc2cc(OC)c(OC)cc2c1Cc1ccc(OC)c(OC)c1,-12,-2,5,6,0.4,3,0,0,14
Cc1nn(-c2ccccc2)c(Cl)c1/C=N/Nc1nc2ccccc2[nH]1,5,9,0,-7,0.9,1,-3,3,0
CCOc1ccc(-c2ccc(SCC(=O)NC3CCCCC3)nn2)cc1,-3,7,4,-2,0.7,-3,-3,0,13
COc1ccccc1NC(=O)Nn1cnnc1,0,-1,4,7,-0.1,2,1,1,1
Oc1ccc(C2=NN(c3ccccc3)C(c3ccc(F)cc3)C2)cc1 (configuration not stated),-16,4,-1,-2,0.1,0,-1,0,8
COc1ccccc1NC(=O)c1c(C)nc2ccccc2c1C(=O)O,-20,-4,4,7,0.3,-9,5,0,20
CC(C)(C)OC(=O)N1CCC[C@H]1c1nnc(SCC(=O)Nc2ccc(Br)cc2)o1,19,8,7,-11,3.8,-12,7,13,-10
Cc1ccn(CCNC(=O)C2CCC(=O)N(Cc3ccc(Cl)cc3)C2)n1 (configuration not stated),-8,11,0,4,0.1,9,-2,0,-8
CCCCCCC(O)(c1ccccc1)C(CN1CCOCC1)c1ccccc1 (configuration not stated),1,18,1,-12,-1.2,-7,-4,-1,-6
CC1CC(C)CN(C(=O)CNS(=O)(=O)c2cccs2)C1 (configuration not stated),6,4,-4,5,0.0,5,-2,0,-8
Cn1ccc(C(=O)NC(=S)N2CCSCC2)n1,13,3,1,-2,-0.3,-4,-2,0,-28
CC(=O)NC(Cc1ccc(C(C)C)cc1)C(=O)NC1CCN(C(=O)c2cccc(C)c2)CC1 (configuration not stated),-18,4,-1,8,-0.1,1,-2,2,20

# Brought forward from above: 6 entries; new compounds follow.
SMILES,CHO-K1 Ca antag,CHRM5 antagonist,CHRM4 antagonist,M5 PAM,M1 ag parental,CHRM4 PAM,CHRM5 agonist,CHRM4 agonist,M1 PAM parental
CC(C)(C)OC(=O)N1CCC[C@H]1c1nnc(SCC(=O)Nc2ccc(Br)cc2)o1,19,8,7,-11,3.8,-12,7,13,-10
Cc1ccn(CCNC(=O)C2CCC(=O)N(Cc3ccc(Cl)cc3)C2)n1 (configuration not stated),-8,11,0,4,0.1,9,-2,0,-8
CCCCCCC(O)(c1ccccc1)C(CN1CCOCC1)c1ccccc1 (configuration not stated),1,18,1,-12,-1.2,-7,-4,-1,-6
CC1CC(C)CN(C(=O)CNS(=O)(=O)c2cccs2)C1 (configuration not stated),6,4,-4,5,0.0,5,-2,0,-8
Cn1ccc(C(=O)NC(=S)N2CCSCC2)n1,13,3,1,-2,-0.3,-4,-2,0,-28
CC(=O)NC(Cc1ccc(C(C)C)cc1)C(=O)NC1CCN(C(=O)c2cccc(C)c2)CC1 (configuration not stated),-18,4,-1,8,-0.1,1,-2,2,20
CCOC(=O)c1c(N)c(C#N)cn1-c1ccccc1,-15,-6,0,-2,0.7,8,-5,0,28
Fc1ccc(-c2nc3c4ccccc4ccn3c2Cc2ccccc2)cc1,-6,3,-5,-4,0.2,-1,-1,0,8
O=C(OCC#CCSc1nnc(-c2ccccc2)o1)c1ccco1,-2,1,3,-7,0.2,-1,-13,0,16
COCCNc1cc(C)nc2c3c(C)cc(C)nc3nn12,-5,-5,5,3,-0.2,12,-3,1,11
CCCCOC(=O)c1ccc(NC(=O)C(=O)NCCN(CC)CC)cc1,-5,1,-9,7,0.6,0,-13,5,8
COc1ccc(NC(=O)NCc2ccc(Cl)cc2)cc1,7,17,10,-10,0.8,-8,-3,0,-16
COc1ccc(Cl)cc1NC(=O)CN(C)C(=O)c1cc2c(s1)CCC(C)C2 (configuration not stated),-12,3,-7,-1,0.2,4,3,1,12
c1ccc(Cn2c(CN3CCCC3)nc3ccccc32)cc1,-14,-1,-2,2,0.2,1,-9,0,20
C=Cn1cc[n+](CC(=O)c2cc(C(C)(C)C)c(O)c(C(C)(C)C)c2)c1,-8,7,15,-5,1.0,-8,-20,1,18
CCC1(C)C2(C#N)C(N)=NC(OC)(OC)C12C#N (configuration not stated),-15,-3,-4,-1,0.4,8,2,1,20
CCOC(=O)c1ccccc1NC(=S)N1CCCCC1,13,2,3,0,0.3,-1,-2,0,-9
COc1ccc(CC(=O)Nc2ccc3c(c2)C(=O)N(CCC(=O)O)C3=O)cc1,-11,7,3,0,0.6,0,-2,0,14
Cn1cccc1C(=O)OCC(=O)Nc1ccc2c(c1)OCO2,-18,8,2,6,1.1,0,0,1,22
CC(C)C[C@@]12C(=O)N(c3cccc(Cl)c3)C(=O)N1[C@H](c1ccc(Cl)cc1)[C@@H]1C(=O)N(C3CCCCC3)C(=O)[C@@H]12,-17,8,3,3,-0.1,9,5,2,-8
O=C(CSc1nnc(CNC(=O)c2c(F)cccc2F)o1)NCCc1ccccc1,0,11,-7,3,1.0,11,-4,1,5
COC(=O)CNC(=O)c1ccc2c(c1)S(=O)(=O)c1ccccc1C2=O,-7,2,-10,3,0.8,9,1,2,14
O=C(NCc1ccccc1)c1ccc([N+](=O)[O-])cc1,-10,-6,2,3,-0.3,11,1,2,-1
Cc1cc(C)c(C#N)c(SCC(=O)Nc2cc(C)on2)n1,4,-7,3,4,0.0,-6,0,1,1
C=CCn1c(-c2cccc(S(=O)(=O)N3CCOCC3)c2)n[nH]c1=S,-1,-3,4,2,2.2,4,3,2,7
Cc1cccnc1NC(=O)c1cccc(S(=O)(=O)N2CCN(c3ccc(F)cc3)CC2)c1,1,5,-4,-11,6.0,-7,2,9,-9
CC1CC(NC(=O)Cc2ccc(Br)cc2)CC(C)(C)C1 (configuration not stated),11,3,-6,-9,-0.7,-2,-5,-2,-6
Cc1ccc(S(=O)(=O)N(Cc2ccc(Cl)cc2)c2ccccc2C(=O)NCc2cccnc2)cc1,23,17,2,-7,0.2,-10,-8,1,-14
Cc1ccc(Cl)c(OCC(=O)OC(C)C(=O)NC2CC2)c1 (configuration not stated),14,9,1,-2,0.0,0,-1,1,-20
Cc1c(NC(=O)c2nn3c(C(F)(F)F)cc(-c4ccccc4)nc3c2Cl)c(=O)n(-c2ccccc2)n1C,16,4,1,-10,1.9,-9,0,10,-12
O=c1c2ccccc2nc(SCc2cccc(F)c2)n1Cc1ccco1,-5,-4,3,3,0.3,13,-2,0,19
SMILES,CHO-K1 Ca antag,CHRM5 antagonist,CHRM4 antagonist,M5 PAM,M1 ag parental,CHRM4 PAM,CHRM5 agonist,CHRM4 agonist,M1 PAM parental
O=C(O)CC1(CC(=O)Nc2cc3ccccc3cn2)CCCCC1,-17,-1,5,1,-0.1,-2,0,-1,30
CCOC(=O)Nc1ccc2c(c1)N(C(=O)CCCl)c1ccccc1[S@]2=O,-4,-7,-11,8,0.8,2,5,1,-3
O=C(/C=C/c1cccc(F)c1)Nc1ccc(S(=O)(=O)Nc2ncccn2)cc1,-11,2,-7,6,0.1,6,-3,1,13
CCc1nc2ccc(C(=O)N(CC)CCN(C)C)cn2c1N(C)Cc1nccs1,3,6,-2,0,-0.1,3,-2,0,-8
Cc1ccnc(NC(=O)c2ccc3c(c2)NC(=O)C(C)S3)c1 (configuration not stated),-10,6,6,-10,4.0,-6,4,8,-6
O=[N+]([O-])c1ccc(Cc2ccncc2)cc1,-4,-6,-9,4,-0.5,14,1,2,22
O=C(/C=C/c1ccccc1[N+](=O)[O-])OCC(=O)c1ccccc1,-7,7,-3,3,1.9,2,-4,2,6
CC1CCCC(N2CCN(S(=O)(=O)c3ccccc3)CC2)C1 (configuration not stated),-7,8,8,-1,0.5,-4,-4,-1,-10
O=C1Nc2ccc(Cl)cc2/C1=C/C1CC=CCC1 (configuration not stated),1,0,7,8,-0.1,9,0,1,12

# A section from further up:
SMILES,CHO-K1 Ca antag,CHRM5 antagonist,CHRM4 antagonist,M5 PAM,M1 ag parental,CHRM4 PAM,CHRM5 agonist,CHRM4 agonist,M1 PAM parental
Cc1ccnc(NC(=O)c2ccc3c(c2)NC(=O)C(C)S3)c1 (configuration not stated),-10,6,6,-10,4.0,-6,4,8,-6
O=[N+]([O-])c1ccc(Cc2ccncc2)cc1,-4,-6,-9,4,-0.5,14,1,2,22
O=C(/C=C/c1ccccc1[N+](=O)[O-])OCC(=O)c1ccccc1,-7,7,-3,3,1.9,2,-4,2,6
CC1CCCC(N2CCN(S(=O)(=O)c3ccccc3)CC2)C1 (configuration not stated),-7,8,8,-1,0.5,-4,-4,-1,-10

# Part of the list above, reformatted:
Structure: Cc1ccnc(NC(=O)c2ccc3c(c2)NC(=O)C(C)S3)c1 (configuration not stated)
  CHO-K1 Ca antag: -10	CHRM5 antagonist: 6	CHRM4 antagonist: 6	M5 PAM: -10	M1 ag parental: 4.0	CHRM4 PAM: -6	CHRM5 agonist: 4	CHRM4 agonist: 8	M1 PAM parental: -6
Structure: O=[N+]([O-])c1ccc(Cc2ccncc2)cc1
  CHO-K1 Ca antag: -4	CHRM5 antagonist: -6	CHRM4 antagonist: -9	M5 PAM: 4	M1 ag parental: -0.5	CHRM4 PAM: 14	CHRM5 agonist: 1	CHRM4 agonist: 2	M1 PAM parental: 22

# From PubChem
